NCI-60 one-dose screen, 48 h, at 10 µM unless noted. Numbers give growth in % (100 = growth as untreated, 0 = no growth, -100 = all killed).
SNB-19 = SNB-19 CNS cancer cells; 81,000 tested, 2.5% active
SF-295 = SF-295 CNS cancer cells | 79,000 tested, 5.6% active | AID 1794758
HCT-116 = HCT-116 colon cancer. AID 1794798. 82,000 tested, 7.3% active
KM12 = KM12 colon cancer cells; 82,000 tested, 5% active; AID 1794800
SW-620 = SW-620 colon cancer; 82,000 tested, 5.2% active; AID 1794795
HCC-2998 = HCC-2998 colon cancer; 79,000 tested, 4.7% active; AID 1794799
SNB-75 = SNB-75 CNS cancer. AID 1794750. 79,000 tested, 5% active
HCT-15 = HCT-15 colon cancer; 82,000 tested, 5.2% active
SF-539 = SF-539 CNS cancer. 81,000 tested, 6.8% active
* = called active by the depositor; . = not tested or not shown; & = joins results of further samples. Rule for the calls: active = growth percent below 10; inactive = the rest.

SMILES | SNB-19 | SF-295 | HCT-116 | KM12 | SW-620 | HCC-2998 | SNB-75 | HCT-15 | SF-539
O=C1Nc2ccccc2SC1c1ccccc1Cl (stereo not given) | 111 | 58 | 105 | 54 | 76 | 124 | 34 | 110 | 109
Cc1ccc2[nH]c3ccccc3c2c1 | 105 | 103 | 98 | 101 | 101 | 100 | 98 | 80 | 101
CC(C)C(C)CC(=O)O (stereo not given) | 98 | 96 | 108 | 108 | 109 | 103 | 108 | 93 | 101
CCCCCCCCCCCCCCCCNC(=O)Nc1ccc(Cc2ccc(NC(=O)NCCCCCCCCCCCCCCCC)cc2)cc1 | 95 | 101 | 96 | 99 | 95 | 103 | 91 | 100 | 104
Cc1ccc(NCn2nc(-c3cnccn3)oc2=S)cc1 | 96 | 95 | 66 | 99 | 99 | 100 | 100 | 97 | 97
COc1ccc(/C=N\NC(=O)c2cnn(CC(O)c3ccccc3)c2N)cc1OC (stereo not given) | 89 | 90 | 93 | 88 | 89 | 99 | 86 | 97 | 89
COc1ccc(/C=C/C(=O)c2cc(S(N)(=O)=O)c(OC)cc2OC)cc1 | 81 | 93 | 65 | 41 | 47 | 83 | 71 | 43 | 76
CC(=O)Oc1c(Cl)c(Cl)c([N+](=O)[O-])c(Cl)c1Cl | 104 | . | 95 | 104 | 102 | 98 | 92 | 105 | 92
O=C(COc1ccc(NC(=O)Nc2ccc(Cl)cc2)cc1)N=Nc1c(O)[nH]c2ccc(Br)cc12 | 94 | 96 | 51 | 68 | 60 | 76 | 110 | 98 | 87
COc1ccc(C(=O)c2c(N)c(C#N)cn2-c2ccc(Br)cc2C)cc1 | 96 | 96 | 91 | 92 | 98 | 115 | . | 97 | 92
COC(=O)c1nn(-c2ccccc2)c(N)c1C(=O)c1cccn1C | 99 | 106 | 91 | 103 | 92 | 90 | 90 | 106 | 100
CCOC(=O)Nc1ncccn1 | 101 | 116 | 97 | 106 | 104 | 101 | 94 | 96 | 96
CCCCCCCSc1ccc(C(=O)CCN2CCOCC2)cc1 | 91 | 95 | 102 | 99 | 97 | 103 | 85 | 93 | 94
C=CCOC(=O)C1=C(C)NC2=C(C(=O)CC(C)(C)C2)C1c1ccc(C)cc1 (stereo not given) | 101 | 91 | 91 | 103 | 101 | 114 | 91 | 106 | 109
CCOC(=S)Sc1ccc([N+](=O)[O-])cc1[N+](=O)[O-] | 111 | 99 | 31 | 23 | 35 | 101 | 100 | 83 | 26
CCCCCCCCn1ccc2cc(NC(=O)CN3CCN(c4cc(C)nc(Cl)n4)CC3)ccc21 | 89 | 84 | 79 | 92 | 95 | 106 | 83 | 76 | 93
CCCC(=O)c1cc(O)c(O)c(O)c1 | 101 | 97 | 100 | 107 | 97 | 101 | 79 | 97 | 95
O=C(O)CCSC(=S)Nc1ccccc1 | 104 | 100 | 89 | 98 | 98 | 98 | 89 | 96 | 101
Cn1cc2cc(/C=C3\NC(=NC45CC6CC(CC(C6)C4)C5)NC3=O)ccc2n1 | 67 | 72 | 76 | 96 | 90 | 91 | 44 | 74 | 44
O=[N+]([O-])c1cc([N+](=O)[O-])c(N2CCCC2)cc1NN=C(c1ccc(O)cc1)c1ccc(O)cc1 | 37 | 80 | 8.0* | 86 | 107 | 4.4* | 72 | 47 | 62
NNc1nc2nc(-c3ccccc3)cc(-c3ccc(F)cc3)c2c(=O)[nH]1 | 96 | 99 | 98 | 99 | 95 | 105 | 84 | 104 | 94
CCOC(=O)/C=C/c1ccc(O)cc1 | 103 | 105 | 81 | 98 | 117 | 109 | 96 | 102 | 92
O=C1c2ccccc2C(=O)N1OCCCBr | 93 | 87 | 105 | 106 | 99 | 110 | 82 | 95 | 97
CCN1C(=S)N([C@H](C)c2ccccc2)[C@@H]2NC(=S)N[C@@H]21 | 100 | 99 | 111 | 105 | 106 | 105 | 85 | 100 | 100
CCC(=O)Oc1c(Br)cc(C(C)(C)C)cc1Br | 109 | 103 | 105 | 110 | 101 | 105 | 94 | 100 | 97

4 records picked at random from those above:
SMILES | SNB-19 | SF-295 | HCT-116 | KM12 | SW-620 | HCC-2998 | SNB-75 | HCT-15 | SF-539
CCOC(=S)Sc1ccc([N+](=O)[O-])cc1[N+](=O)[O-] | 111 | 99 | 31 | 23 | 35 | 101 | 100 | 83 | 26
Cc1ccc2[nH]c3ccccc3c2c1 | 105 | 103 | 98 | 101 | 101 | 100 | 98 | 80 | 101
CCOC(=O)/C=C/c1ccc(O)cc1 | 103 | 105 | 81 | 98 | 117 | 109 | 96 | 102 | 92
COc1ccc(/C=N\NC(=O)c2cnn(CC(O)c3ccccc3)c2N)cc1OC (stereo not given) | 89 | 90 | 93 | 88 | 89 | 99 | 86 | 97 | 89

Next part:
SMILES | SNB-19 | SF-295 | HCT-116 | KM12 | SW-620 | HCC-2998 | SNB-75 | HCT-15 | SF-539
CS(=O)(=O)c1ccc(-c2nc3ccccn3c2/C=N/Nc2nc(-c3ccccc3)cs2)cc1 | 98 | 96 | 99 | 101 | 103 | 110 | 96 | 97 | 100
COC(=O)C12C3C(=O)N(Cc4ccc5c(c4)OCO5)C(=O)C3C(c3cn(-c4ccccc4)nc3-c3ccccc3)N1[C@H](c1cn(-c3ccccc3)nc1-c1ccccc1)[C@@H]1C(=O)N(Cc3ccc4c(c3)OCO4)C(=O)[C@@H]12 (stereo not given in full) | 93 | 98 | 98 | 98 | 102 | 102 | 87 | 93 | .
N#Cc1cc([N+](=O)[O-])ccc1NC(=O)/C(=N/N)C(C(=O)c1ccc(Cl)c(Cl)c1)C1OC(=O)c2ccccc21 (stereo not given) | 102 | 109 | 94 | 95 | 104 | 102 | 93 | 104 | 108
Fc1ccc(N2CCN(c3ncnc4[nH]ccc34)CC2)cc1 | 90 | 78 | 70 | 69 | 85 | 110 | 76 | 82 | 89
O=C(O)c1ccccc1F | 103 | . | 101 | 103 | 96 | 103 | . | 102 | 112
N#C/C(=C\c1c(F)c(F)c(F)c(F)c1F)c1cc2ccccc2[nH]1 | 100 | 101 | 86 | 103 | 105 | 105 | 94 | 94 | 99
CCCCCC(CC)C(CC)CO (stereo not given) | 107 | 101 | 96 | 104 | 102 | 95 | 87 | 98 | 88
CCCC(=O)Oc1cccc(CC)c1 | 108 | 103 | 89 | 103 | 108 | 100 | 98 | 101 | 103
CCSc1nc(NC)c2cc(F)c(F)c(F)c2n1 | 88 | 91 | 56 | 62 | 66 | 108 | . | 65 | 89
COc1ccc(-c2nc(N3N=C(c4ccc(F)cc4)CCC3=O)n(C)c(=O)c2C#N)cc1 | 93 | 98 | 91 | 117 | 105 | 94 | 81 | 102 | 95
COc1ccc(-n2c(SCc3cn(-c4ccccc4)nn3)nc3ccccc3c2=O)cc1 | 98 | . | 76 | 88 | 96 | 103 | 70 | 92 | 99
COc1ccc(N2N=C(c3ccc4c(c3)OCO4)CC2c2cccc(NC(=O)CCCNS(=O)(=O)c3ccc(Cl)cc3)c2)cc1 (stereo not given) | . | 61 | 57 | 66 | 97 | 75 | 63 | 65 | 75
O=CCCc1ccccc1 | 101 | 100 | 104 | 102 | 100 | 107 | 94 | 112 | 102
O=c1[nH]c(=O)n([C@H]2C[C@H](O)C(CO)O2)cc1I (stereo not given in full) | 88 | 81 | 72 | 77 | 71 | 82 | 78 | 71 | 99
Cn1cc(-c2nc(-c3c[nH]c4ncc(F)cc34)cs2)c2cccnc21 | 108 | 107 | 101 | 99 | 104 | 82 | 101 | 97 | 113
COc1ccc(CNC(=O)c2ccc(Nc3ccc(Cl)nn3)cc2)cc1 | 99 | . | 92 | 104 | 102 | 102 | 106 | 94 | 99
COc1ccc(NC(=O)c2oc3ncccc3c2N)cc1 | 106 | . | 99 | 94 | 99 | 119 | 76 | 101 | 103
CC(C)c1ccc(NC(=O)NC2CCCCC2)cc1 | 94 | . | 105 | 108 | 109 | 101 | 93 | 98 | 98
Cc1cc(C(=O)O)c(N)c([N+](=O)[O-])c1 | 110 | 102 | 95 | 104 | 100 | 108 | 92 | 96 | 96
C=C(C)CNC(=O)C(C)O (stereo not given) | 105 | 109 | 102 | 107 | 103 | 108 | 102 | 101 | 104
CN1CCN(CCCOc2ccc3ncnc(Nc4ccc(Oc5cccc(F)c5)c(Cl)c4)c3c2)CC1 | 35 | -35* | -64* | 6.2* | -72* | -40* | 52 | -4.0* | -75*
Clc1ccc(-c2nnc(N3c4ccccc4C=Cc4ccccc43)o2)cc1 | 89 | 70 | 52 | 82 | 96 | 124 | . | 36 | 93
CN(C)c1nc(-c2ccccc2)c(/C=C2\SC(=S)N(CCCCCCCCCCC(=O)O)C2=O)s1 | 84 | 60 | 76 | 56 | 101 | 106 | 103 | 74 | 100
O=C(O)COc1cccc(C(=O)/C=C/c2ccc3c(c2)OCO3)c1 | 101 | 106 | 105 | 107 | 110 | 105 | 103 | 105 | 108
Nc1cn(-c2ccc(F)cc2)nc1NC(=O)N1Cc2nccnc2C1 | 104 | 98 | 91 | 107 | 99 | 101 | 92 | 103 | 90

3 compounds already listed, sorted by formula weight, descending.
SMILES | SNB-19 | SF-295 | HCT-116 | KM12 | SW-620 | HCC-2998 | SNB-75 | HCT-15 | SF-539
COc1ccc(N2N=C(c3ccc4c(c3)OCO4)CC2c2cccc(NC(=O)CCCNS(=O)(=O)c3ccc(Cl)cc3)c2)cc1 (stereo not given) | . | 61 | 57 | 66 | 97 | 75 | 63 | 65 | 75
N#Cc1cc([N+](=O)[O-])ccc1NC(=O)/C(=N/N)C(C(=O)c1ccc(Cl)c(Cl)c1)C1OC(=O)c2ccccc21 (stereo not given) | 102 | 109 | 94 | 95 | 104 | 102 | 93 | 104 | 108
Nc1cn(-c2ccc(F)cc2)nc1NC(=O)N1Cc2nccnc2C1 | 104 | 98 | 91 | 107 | 99 | 101 | 92 | 103 | 90

(more compounds)
SMILES | SNB-19 | SF-295 | HCT-116 | KM12 | SW-620 | HCC-2998 | SNB-75 | HCT-15 | SF-539
Cc1ccc2c(Nc3cccc(C(F)(F)F)c3)nccc2c1C#Cc1nn(C(C)C)c2ncnc(N)c12 | 97 | 88 | 49 | 32 | 79 | 88 | 98 | 96 | 91
Cc1cc(N(CCNc2ccnc3cc(Cl)ccc23)Cc2ccc3c(c2)OCO3)nc(N2CCN(C)CC2)n1 | 29 | -66* | 9.4* | 63 | 2.9* | -31* | 32 | 0.6* | -81*
O=c1oc(-c2ccccc2CCl)nc2ccccc12 | 99 | 86 | 112 | 113 | 107 | 106 | 92 | 96 | 99
O=C(CCCl)c1ccc(Cl)cc1 | 102 | 101 | 100 | 99 | 103 | 101 | 94 | 105 | 98
COC(=O)C1CCCN1S(=O)(=O)/N=C1\NC(=O)NC1=C(Cl)Cl (stereo not given) | 98 | 107 | 102 | 102 | 112 | 119 | 109 | 93 | 99
CCOC(=O)c1cnn2c(-c3ccc(Cl)cc3)nc(N3CCCCC3)nc12 | 87 | 104 | 97 | 101 | 99 | 91 | 92 | 114 | 100
FC(F)(F)c1nc2nccc(-c3ccc4c(c3)OCO4)n2n1 | 99 | 108 | 102 | 98 | 105 | 107 | 83 | 91 | 100
CSc1nc(NCC(C)C)c(C#N)c(-c2cccc(N)c2)n1 | 102 | 97 | 98 | 100 | 102 | 113 | 77 | 100 | 96
O=C(COc1ccc(Cl)cc1Cl)NCCN1CCCCC1 | 90 | 105 | 105 | 116 | 105 | 112 | 95 | 98 | 104
CCCCCC1CCCCN1C(=O)OCCCC (stereo not given) | 105 | 89 | 109 | 104 | 111 | . | 81 | 101 | 92
CC1CCN(C2=NC(=O)/C(=C\c3ccccc3OCc3ccccc3)S2)CC1 | 83 | 86 | 47 | 97 | 97 | 106 | . | 36 | 96
Nc1nc(N)c2c(n1)NC(c1ccc(Cl)cc1)C1CCc3ccccc3C1=N2 (stereo not given) | 76 | 21 | 32 | 55 | 64 | 76 | 62 | 46 | 54
Cc1ccc(Sc2oc(-c3ccccc3)nc2C(=O)O)cc1 | 102 | 104 | 96 | 107 | 101 | 116 | 98 | 89 | 97
Cn1c(-c2ccccc2)c(C(C[N+](=O)[O-])c2ccccc2F)c2ccccc21 (stereo not given) | 81 | 83 | 74 | 85 | 85 | 93 | 76 | 81 | 98
CCNc1ccc(C)cc1 | 99 | 102 | 98 | 95 | 102 | 103 | 89 | 102 | 95
Cc1cc2c(c(C)c1Cl)C(=O)/C(=C/c1cccc(Cl)c1)O2 | 104 | 104 | 106 | 102 | 112 | 111 | 78 | 93 | 106
COc1ccc(/C=C/C(=O)c2ccc(NC(=O)c3ccccc3CN3C(=O)c4ccccc4C3=O)cc2)c(OC)c1 | 88 | 97 | 93 | 89 | 99 | 122 | 82 | 84 | 103
O=C(NCc1ccccc1C(F)(F)F)C1CSC2c3ccccc3C(=O)N12 (stereo not given) | 96 | 95 | 88 | 103 | 104 | 111 | 85 | 104 | 96
O=C(O)c1ccccc1N/N=C/c1ccccc1 | 104 | 107 | 106 | 98 | 101 | 107 | 90 | 59 | 94
Nc1ccc(N=Nc2ccc(S(=O)(=O)O)cc2)cc1S(=O)(=O)O | 97 | 88&121 | 114&90 | 105&96 | 98&115 | 95&105 | 82&106 | 97&102 | 100&102
Nc1ccccc1C#C/C=C\C#Cc1cccc(O)c1 | 88 | 40 | 42 | 28 | 32 | 41 | 43 | 44 | 43
CCOC(=O)C1C(C)=CC(=O)CC1CC (stereo not given) | 106 | 106 | 108 | 101 | 105 | 119 | 82 | 106 | 105
c1ccc2c(Cc3csc4ccccc34)csc2c1 | 90 | 69 | 78 | 76 | 63 | 85 | 67 | 76 | 91
CC(C)N1CCN(Cc2ccc3c(NNC(=O)c4ccccc4)nc4cc(F)ccc4n23)CC1 | 30 | 17 | 24 | 23 | 25 | 25 | 55 | 32 | 11
O=C(/C=C/c1ccc(O)c(O)c1)N1CCN(c2ccc(Cl)cc2)CC1 | 74 | . | 56 | 73 | 64 | 83 | 72 | 48 | 66
CC(=O)c1cccc(Nc2ccnc(SCC(=O)c3ccc(C(F)(F)F)cc3)n2)c1 | 89 | 85 | 72 | 91 | 94 | 103 | 68 | 92 | 94
O=C(CC(=O)C(F)(F)C(F)(F)C(F)(F)F)c1ccco1 | 93 | . | 109 | 104 | 104 | 102 | 86 | 117 | 99
